High-throughput results: PubChem, The Scripps Research Institute Molecular Screening Center
LYPLA1 counter: counter-screen for PME1 inhibitors: inhibitors of human LYPLA1; recombinant LYPLA1, FP-Rh probe fluorescence polarization; 320,000 compounds, 0.16% hits; O75608; AID 2174; inhibition, % at 5.9 µM;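 active = inhibition above the mean of all tested compounds plus 3 SD, set per campaign, cut at about 14% in these data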;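 also: inhibitors block serine hydrolase probe labeling of LYPLA1 so polarization falls; 0% = enzyme with DMSO and 100% = wells lacking LYPLA1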
Target sequence (O75608 whole entry, looked up): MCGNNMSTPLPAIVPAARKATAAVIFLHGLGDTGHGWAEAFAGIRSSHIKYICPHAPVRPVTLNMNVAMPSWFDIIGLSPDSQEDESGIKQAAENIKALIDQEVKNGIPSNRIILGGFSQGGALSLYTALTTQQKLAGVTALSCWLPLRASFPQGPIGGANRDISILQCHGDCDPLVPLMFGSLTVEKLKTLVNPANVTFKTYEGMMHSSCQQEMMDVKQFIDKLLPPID
PAFAH1B2 inh: inhibitors of human PAFAH1B2. P68402. recombinant PAFAH1B2, FP-rhodamine activity probe, fluorescence polarization. inhibition, % at 3.39 µM. 340,000 compounds, 1.2% hits;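 active = inhibition above the mean of all tested compounds plus 3 SD, cut at about 24% in these data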;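 also: 0% = enzyme with DMSO and 100% = wells lacking PAFAH1B2; many of its hits are not listed in these tables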
Target sequence (P68402 whole entry, looked up): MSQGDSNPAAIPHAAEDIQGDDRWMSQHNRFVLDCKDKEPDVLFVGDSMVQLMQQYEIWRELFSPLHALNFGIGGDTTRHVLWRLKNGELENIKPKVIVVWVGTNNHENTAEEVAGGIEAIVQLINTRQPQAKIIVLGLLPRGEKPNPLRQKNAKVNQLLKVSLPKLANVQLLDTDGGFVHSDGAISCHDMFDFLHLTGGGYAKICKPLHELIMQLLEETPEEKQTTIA
pPAFAH inh: pPAFAH (human) enzyme inhibition | Q13093 | recombinant pPAFAH, FP-rhodamine probe fluorescence polarization | inhibition, % at 3.39 µM | 330,000 compounds, 1.5% hits | AID 463082;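 active = inhibition above the mean inhibition across the screen plus 3 SD, cut at about 25% in these data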;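 also: inhibitors block binding of the rhodamine activity-based probe so polarization drops; 0% = enzyme with DMSO and 100% = wells lacking pPAFAH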
PAFAH2 FP inh: PAFAH2 (human) inhibition. Q99487. recombinant PAFAH2, FP-rhodamine activity probe, fluorescence polarization. inhibition, % at 3.39 µM. 340,000 compounds, 0.99% hits. AID 492956;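 active = inhibition above the mean over all tested compounds plus 3 SD, cut at about 30% in these data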;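 also: inhibitors block probe labeling of enzyme so polarization drops; 0% = enzyme with DMSO and 100% = wells lacking PAFAH2 protein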
PME-1 primary: PME-1 (human) inhibition. 320,000 compounds, 0.53% hits. AID 2130. Q9Y570. inhibition, % at 5.9 µM. recombinant PME-1, FP-Rh probe fluorescence polarization;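 active = inhibition above the campaign mean of all compounds plus 3 SD, cut at about 26% in these data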;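 also: competitive labeling of PME-1 active site by serine hydrolase directed probe; 0% = PME-1 with DMSO and 100% = wells lacking PME-1 enzyme; inhibitors block probe labeling so polarization falls and inhibition rises; many of its hits are not listed in these tables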
PAD4 FP inh: inhibitors of human PAD4. AID 485272. recombinant PAD4, RCA probe fluorescence polarization. 330,000 compounds, 0.41% hits. Q9UM07. inhibition, % at 6.36 µM;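 active = percent inhibition above a cutoff equal to the mean of all tested compounds plus 3 SD, cut at about 15% in these data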;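 also: 0% = PAD4 with RCA probe and DMSO and 100% = probe without PAD4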
Fam108B inh: blocks mouse Fam108B hydrolase in RBBP9 counter-screen; recombinant Fam108B, FP-Rh probe fluorescence polarization; inhibition, % at 9.51 µM; 300,000 compounds, 0.33% hits; AID 1947;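 active = inhibition above the screen mean inhibition plus 3 SD, computed separately per campaign, cut at about 18% in these data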;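 also: inhibitors lower polarization as less probe binds the enzyme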
GSTO1 inh: counter-screen for RBBP9 inhibitors: inhibitors of human GSTO1 | 300,000 compounds, 1.1% hits | inhibition, % at 5.96 µM | P78417 | recombinant GSTO1, activity-based probe fluorescence polarization;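 active = inhibition above the campaign mean inhibition plus 3 SD, cut at about 35% in these data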;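 also: 0% = GSTO1-1 with DMSO and 100% = wells lacking GSTO1-1 enzyme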
Target sequence (P78417 whole entry, looked up): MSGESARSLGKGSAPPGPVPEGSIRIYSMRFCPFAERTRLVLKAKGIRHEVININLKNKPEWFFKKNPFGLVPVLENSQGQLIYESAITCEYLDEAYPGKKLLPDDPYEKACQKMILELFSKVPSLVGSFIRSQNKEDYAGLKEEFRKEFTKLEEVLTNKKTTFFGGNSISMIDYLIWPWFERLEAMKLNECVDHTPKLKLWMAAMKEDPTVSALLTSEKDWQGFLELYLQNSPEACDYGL
PAFAH1B3 inh: inhibitors of human PAFAH1B3. Q15102. recombinant PAFAH1B3, FP-rhodamine probe, fluorescence polarization. inhibition, % at 3.39 µM. 340,000 compounds, 0.28% hits. AID 492972;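 active = inhibition above the screen-wide average of all tested compounds plus 3 SD, cut at about 25% in these data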;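 also: 0% = enzyme with DMSO only and 100% = wells lacking PAFAH1B3 protein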
Target sequence (Q15102 whole entry, looked up): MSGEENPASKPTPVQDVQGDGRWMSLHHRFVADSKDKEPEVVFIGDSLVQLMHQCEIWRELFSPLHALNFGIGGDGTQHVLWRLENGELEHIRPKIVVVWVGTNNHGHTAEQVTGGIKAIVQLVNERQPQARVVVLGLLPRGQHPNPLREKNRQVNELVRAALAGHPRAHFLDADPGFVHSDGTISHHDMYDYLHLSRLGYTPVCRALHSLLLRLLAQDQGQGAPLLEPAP
* hit, by the source's call; nt = no result given. The list is partial; count on the stated rates, not on these rows.

SMILES	LYPLA1 counter	PAFAH1B2 inh	pPAFAH inh	PAFAH2 FP inh	PME-1 primary	PAD4 FP inh	Fam108B inh	GSTO1 inh	PAFAH1B3 inh
COc1ccc(/C=N/NC(=O)c2c(-c3ccccc3)noc2C)cc1[N+](=O)[O-]	2	4	8	4	1	1	-1	-7	-1
CCCCOc1ccc(CSCCNC(=S)Nc2ccccc2)cc1	-12	-4	0	-21	-27	-2	-30	5	-2
Cc1cc(Cl)ccc1OCCCC(=O)NC1CCN(C)CC1	-3	6	5	-2	-7	-3	-1	-3	1
COc1ccc(N2CCN(C(=O)CS(=O)Cc3nc(-c4ccc(OC)c(OC)c4)oc3C)CC2)cc1 (stereo not drawn)	0	0	3	0	-3	1	-1	-1	3
Cc1ccc(S(=O)(=O)c2nc(-c3ccco3)oc2NCC2CCCO2)cc1 (stereo not drawn)	-1	5	-3	3	5	-2	0	-9	0
c1ccc(COc2ccc(CNn3cnnc3)cc2)cc1	1	5	3	-2	-4	4	-1	-2	1
O=C(NCCOc1ccccc1)c1cc([N+](=O)[O-])ccc1N1CCOCC1	2	4	-7	3	-6	2	nt	nt	17
O=C(O)CCc1ccc(-c2ccccc2)n1Cc1ccco1	2	13	16	8	-3	1	-2	2	0
CCC(=O)Nc1nnc(SCc2ccccc2F)s1	2	4	0	1	1	-2	-3	1	10
CCOc1nc2cnccc2n(CC(=O)Nc2ccc(C)c(C)c2)c1=O	1	2	5	0	-5	3	0	-4	7
CCOC(=O)CC(NCc1ccc(OC)c(OCC)c1)c1ccc(C)cc1 (stereo not drawn)	1	0	0	1	2	2	1	5	6
CCCCNc1ccc(C(=O)O)cc1	0	1	6	-7	-4	0	0	20	-8
CN(CCc1ccccn1)C(=O)c1ccc(OC(F)(F)F)cc1	-3	-1	4	1	0	0	2	15	7
O=C1CSC(c2ccccc2O)N1Cc1ccccc1 (stereo not drawn)	0	25*	6	-5	-5	41*	-2	5	7
Nc1nc(Sc2ccc([N+](=O)[O-])cc2[N+](=O)[O-])n[nH]1	2	9	8	4	4	3	0	16	8
Cc1cc(C)nc(SCc2ccc([N+](=O)[O-])cc2)n1	3	8	3	1	0	3	1	-2	11
CCn1cc(CN2CCC(n3nccc3NC(=O)c3ccc(OC)cc3)CC2)cn1	-4	1	-4	5	-2	-6	-12	2	-2
CCOc1cc(NC(=O)c2ccco2)c(OCC)cc1NC(=O)COc1ccccc1C	3	5	-2	-6	-6	-12	0	-7	-1
Cc1c(C(c2ccccc2)c2c(C)n(C)n(-c3ccccc3)c2=O)c(=O)n(-c2ccccc2)n1C	-2	3	-1	-2	2	-2	-4	1	8
CC(=O)Oc1ccc(C(=O)[C@H]2[C@H]3C(=O)N(c4ccc(C)cc4C)C(=O)[C@H]3[C@@H]3C=CC=NN32)cc1	-8	4	8	0	-9	-9	-4	4	-8
Cc1onc(NC(=O)c2ccc(Cl)cc2Cl)c1Br	0	2	-1	2	3	0	1	12	-2
COc1ccc(-c2cc(CCCC(=O)N3CCN(c4ccc(OC)cc4)CC3)no2)cc1	0	8	5	0	0	3	2	1	11
O=C(CC(=O)Nc1cccc(F)c1)Nc1cccc(F)c1	-4	1	0	-11	-1	-5	4	4	4
CN(CC(=O)Nn1cnnc1)S(=O)(=O)c1ccccc1	-3	5	-4	4	4	-6	-1	2	-3
O=C(Nc1ccc2c(c1)OCCO2)c1ccc(Br)s1	-3	0	2	4	2	-7	5	-2	5
COc1ccc(CCNC(=O)C2(C)CCC(=O)N2CCC(C)C)cc1OC (stereo not drawn)	4	-2	1	2	-5	-2	5	0	-1
COCCn1c(=NC(=O)c2sc3ccccc3c2Cl)sc2cc(S(N)(=O)=O)ccc21	-15	-3	-9	-15	-38	-4	-29	-9	-19
Cc1ccc(NC(=O)COC(=O)c2ccc(Cl)nc2)cc1S(=O)(=O)N1CCCCC1	-3	-1	5	36*	0	-3	nt	nt	-1
Cc1c(Br)cc(C(=O)NCc2ccco2)c(C)c1C	2	5	15	-5	-11	-2	2	-1	2
O=C(COC(=O)C(O)C(O)C(=O)OCC(=O)c1ccc(C(F)(F)F)cc1)c1ccc(C(F)(F)F)cc1 (stereo not drawn)	2	nt	9	nt	1	-3	-3	6	nt

Part of the list above, field by field:
mol: CCn1cc(CN2CCC(n3nccc3NC(=O)c3ccc(OC)cc3)CC2)cn1
  LYPLA1 counter = -4	PAFAH1B2 inh = 1	pPAFAH inh = -4	PAFAH2 FP inh = 5	PME-1 primary = -2	PAD4 FP inh = -6	Fam108B inh = -12	GSTO1 inh = 2	PAFAH1B3 inh = -2
mol: CCOc1cc(NC(=O)c2ccco2)c(OCC)cc1NC(=O)COc1ccccc1C
  LYPLA1 counter = 3	PAFAH1B2 inh = 5	pPAFAH inh = -2	PAFAH2 FP inh = -6	PME-1 primary = -6	PAD4 FP inh = -12	Fam108B inh = 0	GSTO1 inh = -7	PAFAH1B3 inh = -1

The list continues:
SMILES	LYPLA1 counter	PAFAH1B2 inh	pPAFAH inh	PAFAH2 FP inh	PME-1 primary	PAD4 FP inh	Fam108B inh	GSTO1 inh	PAFAH1B3 inh
CCCc1nnc2c(N(C)S(=O)(=O)c3ccccc3)nc3ccccc3n12	-5	6	2	13	-1	-1	3	3	9
CCOc1cc(NC(=S)NCC2CCCO2)c(OCC)cc1NC(=O)C1CC1 (stereo not drawn)	1	6	2	-1	-3	-2	3	3	12
Nc1c(C(=O)Nc2ccccc2)sc2nc3c(c(-c4ccco4)c12)CCCC3	-6	7	0	7	4	-2	-6	-1	2
COC(=O)c1ccc(OC(=O)c2ccncc2)cc1O	0	6	2	-4	-1	4	-2	8	3
COc1ccc(CNC(=O)c2ccc(Cn3nc(C)cc3C)o2)cc1	2	1	0	3	-1	-4	1	1	-4
c1ccc(CSc2ccc(-c3cccnc3)nn2)nc1	0	1	1	1	1	-2	0	7	6
Cc1ccccc1C1CCCN(Cc2nc(CC3CC3)no2)C1 (stereo not drawn)	1	6	6	3	0	0	4	7	5
Cc1cccc(C(=O)OC(C)C(=O)Nc2ccc(S(=O)(=O)Nc3ncccn3)cc2)c1C (stereo not drawn)	-2	-2	3	8	-4	5	nt	nt	2
Cc1nnc(SCC(=O)c2c(N)n(C)c(=O)n(C)c2=O)[nH]c1=O	1	4	-3	-5	-1	-2	0	1	2
CC(C)C(C(=O)OCC(=O)c1ccccc1)N1C(=O)C2C3C=CC(C3)C2C1=O (stereo not drawn)	-2	5	1	5	7	2	-1	7	6
Cc1nn(-c2ccc(N3CCCCC3)nn2)c(C)c1CCC(=O)Nc1ccc(F)c(F)c1	-1	0	5	15	5	-2	-1	-2	2
Cc1ccc2[nH]c3c(c2c1)CCCC3=O	0	8	12	5	-3	4	3	6	-6
CCC(=O)NC(NCC1CCCO1)C(Cl)(Cl)Cl (stereo not drawn)	-2	4	4	1	1	-3	1	4	2
Cc1ccc2[nH]cc(CCNC(=O)c3ccco3)c2c1	-4	5	2	5	-1	-6	3	0	5
COc1ccc(-c2[nH]ncc2CN2CCCN(c3ccccc3)CC2)c(F)c1	-6	1	2	4	-4	0	4	2	0
C/C(=N\NC(=O)c1c(C)nc2ccccn12)c1ccco1	1	7	-2	-4	-4	0	0	5	-4
Cc1ccccc1NC(=O)C1C2C=CC(C3CC23)C1C(=O)O (stereo not drawn)	1	2	1	1	-3	-2	-2	4	5
COc1ccc(NC(=S)N(CCCN2CCCCCC2)Cc2cccs2)cc1	3	-1	2	1	0	1	2	3	5
CCc1nc(SCC(=O)c2ccc3c(c2)OCCO3)c2ccccc2n1	-2	6	2	1	6	10	3	-5	7
Cc1cc(SCC(=O)OCC(=O)N(C)c2ccccc2)nc2ccccc12	0	1	8	1	-4	-1	-2	-10	10
COc1ccc(Cl)cc1NC(=O)Nc1cn(C)nc1C	-3	4	-6	0	-9	-1	0	-11	9
COc1ccc(C2CC(=O)C(C=NCCN3CCN(C(=S)Nc4ccccc4)CC3)=C(O)C2)cc1OC (stereo not drawn)	3	nt	8	nt	1	-4	2	12	nt
O=C(NNC(=O)c1ccccc1C(=O)O)c1ccc(-c2ccccc2)cc1	-9	nt	-1	nt	2	2	-3	3	nt
CCOC(=O)C1CCCN(CC(=O)c2ccc(F)cc2)C1 (stereo not drawn)	2	6	3	3	-1	-4	-2	-6	9
CCc1nc2ccccc2[nH]c1=O	-1	7	3	-6	-1	-7	4	-12	7
CC(Sc1nc(-c2ccccc2)cc(C(F)(F)F)n1)C(=O)NCCN1CCOCC1 (stereo not drawn)	0	4	10	0	-5	3	-1	6	10
COc1cccc(OC)c1C(=O)NC(=O)Nc1c(F)c(F)c(F)c(F)c1F	-2	4	6	7	4	5	0	3	9
COc1ccc(CCNC(=O)C(=O)NCC2OCCN2S(=O)(=O)c2ccc(OC)cc2)cc1 (stereo not drawn)	-1	2	-1	0	-1	5	-1	0	-1
CCC1CCCCN1C(=S)NC(=O)c1cccc([N+](=O)[O-])c1 (stereo not drawn)	-1	7	6	10	-2	-1	2	-2	2
Cc1cccc(NC(=O)CSCC(=O)N(C)CCOc2ccc(Cl)cc2)c1	0	23	3	2	-3	-1	5	6	3
N#Cc1cn(-c2ccccc2)nc1-c1cc2ccccc2oc1=O	-2	-3	-6	4	5	-3	-10	-4	7
COc1cc(NC(=O)c2ccccc2)c(OC)cc1NC(=O)CN1C(=O)NC2(CCCCC2)C1=O	-3	-1	6	-3	3	-6	nt	nt	0
Cc1ccc(-c2nc(=S)c3c(n2Cc2cccnc2)CC(C)(C)OC3)cc1	-2	7	-12	3	-5	3	2	7	6
C/C(=C\C(=O)c1ccc(F)cc1)NCc1ccc2c(c1)OCO2	0	1	3	-1	5	3	9	22	3
c1ccc(-n2nnnc2NC2CCCCCC2)cc1	0	5	-1	1	-1	3	1	5	2
COc1ccc(S(=O)(=O)N(C)C)cc1NC(=O)COC(=O)c1nc2nccc(C)n2n1	6	4	-3	0	2	1	1	10	5
O=C(Cn1c(NCCCO)nc2ccccc21)c1ccco1	-1	-2	0	1	-2	-4	0	2	-3
CC(OC(=O)Cn1[nH]c(=O)c2ccccc2c1=O)C(=O)Nc1ccccc1[N+](=O)[O-] (stereo not drawn)	3	4	0	2	2	0	-3	8	2
CCCC1=NN2C(=N)/C(=C\c3ccc(OCCOc4ccc(NC(C)=O)cc4)c(OC)c3)C(=O)N=C2S1	0	-2	4	-11	7	4	-2	-3	9
O=C(NCCCN1CCOCC1)c1ccccc1N1C(=O)[C@@H]2Cc3c([nH]c4ccccc34)C(c3ccc(F)cc3)N2C1=O (stereo partly drawn)	-3	7	8	-2	-6	-1	0	-16	10
C#CCNC(=O)C1=C[C@H](c2ccc3c(c2)OCO3)C[C@H](OCCCCO)O1	-2	nt	10	nt	1	1	1	18	nt
Cc1cc(C(F)F)nn1CC(=O)NCc1ccc(Cl)cc1Cl	0	3	2	5	3	-5	-2	-5	4
COc1ccc(S(=O)(=O)Nc2ccc3cn[nH]c3c2)cc1C	2	8	2	-7	-4	-4	4	-5	8
O=C(CSc1ncccn1)NCCc1ccccc1	0	3	1	2	-3	1	0	-3	4
COc1cccc(CN2C[C@]34C=C[C@@H](C[C@@H]3S2(=O)=O)O4)c1	2	3	7	1	1	3	0	8	-4
COC(=O)c1cc(NC(=O)Cc2ccc(OC)c(OC)c2)cc(C(=O)OC)c1	3	-1	7	0	-1	-3	-3	5	1
COc1ccc(/C(O)=C2/C(=O)C(=O)N(c3ncccn3)C2c2ccc(F)cc2)cc1 (stereo not drawn)	0	8	0	-2	-4	1	0	4	3
CCN(CC)S(=O)(=O)c1ccc(C)c(NC(=O)COC(=O)CN2C(=O)NC(C)(C)C2=O)c1	0	4	3	6	3	0	0	2	-1
